Screening results (PubChem BioAssay)
KAT2A inh – blocks human GCN5L2 histone acetyltransferase. Q92830. GCN5L2 HAT assay, ThioGlo1 CoA-SH fluorescence. Potency, µM (top dose mostly 58.9 µM), without a hit: at the top dose activity change, negative = inhibition, usual class: inhibitors. 390,000 tested, 0.21% active
Target sequence (Q92830 whole entry, looked up): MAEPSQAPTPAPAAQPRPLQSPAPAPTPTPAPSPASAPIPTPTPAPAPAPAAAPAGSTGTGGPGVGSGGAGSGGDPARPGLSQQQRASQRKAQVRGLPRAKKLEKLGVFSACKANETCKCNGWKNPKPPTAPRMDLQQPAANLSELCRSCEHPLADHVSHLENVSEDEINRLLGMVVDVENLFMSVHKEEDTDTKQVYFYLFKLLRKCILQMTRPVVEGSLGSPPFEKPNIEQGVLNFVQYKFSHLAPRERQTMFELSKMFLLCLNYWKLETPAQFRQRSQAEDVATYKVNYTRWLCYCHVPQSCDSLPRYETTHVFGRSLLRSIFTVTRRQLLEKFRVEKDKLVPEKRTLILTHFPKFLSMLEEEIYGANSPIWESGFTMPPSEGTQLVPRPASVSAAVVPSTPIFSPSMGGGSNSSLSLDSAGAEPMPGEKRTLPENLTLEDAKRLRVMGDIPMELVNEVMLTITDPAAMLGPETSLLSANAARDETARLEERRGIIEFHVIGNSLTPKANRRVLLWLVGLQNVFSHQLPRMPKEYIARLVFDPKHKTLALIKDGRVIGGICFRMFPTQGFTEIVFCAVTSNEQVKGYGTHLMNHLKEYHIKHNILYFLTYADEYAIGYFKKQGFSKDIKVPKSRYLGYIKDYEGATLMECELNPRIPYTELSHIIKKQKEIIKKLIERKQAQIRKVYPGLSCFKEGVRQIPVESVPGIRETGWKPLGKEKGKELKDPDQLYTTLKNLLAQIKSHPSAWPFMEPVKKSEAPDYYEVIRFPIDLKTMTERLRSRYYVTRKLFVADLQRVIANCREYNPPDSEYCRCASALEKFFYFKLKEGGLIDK
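qHTS, 1536-well. 20nM enzyme, pH 7.5 HEPES/EDTA/Tween-20 buffer; 15 min compound preinc., RT. Start: 75uM H3(1-25), 70uM AcCoA, 50uM ThioGlo1. Read Ex340/Em540 at t=0 (autofluorescence flag) and t=20 min.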
DT40 TDP1 CPT – growth inhibition of DT40 Tdp1-/-;hTDP1 cells with camptothecin (screen for TDP1 inhibitors). chicken DT40 Tdp1-/-;hTDP1 cells + 20 nM CPT, ATP luminescence, 48 h. Potency, µM (top dose mostly 46.2 µM), for inactives: top-dose activity change, negative = growth inhibition, usual class: inhibitors. 420,000 tested, 12% active. AID 686979; further: nearly all actives have a fitted effect of over 55% in size
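Cell growth measured by CellTiter-Glo luminescence after a minimum 48 h, 37 C compound exposure with 20 nM CPT in Tdp1-knockout DT40 cells stably expressing hTDP1, seeded 400/well; qHTS titration format.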
DT40 TDP1 no CPT – qHTS for Inhibitors of human tyrosyl-DNA phosphodiesterase 1 (TDP1): qHTS in cells in absence of CPT | DT40 Tdp1-/- hTDP1 cells, no CPT, ATP luminescence, 48 h | Potency, µM (titrated, usually from 46.2 µM), for the others: at the top dose activity change, negative = growth inhibition, hits mostly inhibitors | 420,000 tested, 15% active | AID 686978, 2013; further: nearly all actives have a fitted effect of over 55% in size
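Luminescent ATP content (CellTiter-Glo) served as the growth readout. Knockout chicken DT40 cells expressing human TDP1 were exposed to compounds without camptothecin for a minimum 48 hr at 37 °C.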
Numbers without * were called inactive; ? = inconclusive; . = no result given; & = joins results of further samples. The call rests on the fitted dose curve; in most records, active means well fitted curve in the direction sought with a large enough effect; inconclusive means small, poorly fitted or top-dose-only effect, or another doubt; inactive means no such curve, though single readings can be large; an effect the other way counts as inactive or inconclusive. On the % scale 0 is the no-effect control and ±100 the full control effect; potency means the concentration at half of the fitted maximal effect.

Preview (four entries):
| SMILES | KAT2A inh | DT40 TDP1 CPT | DT40 TDP1 no CPT |
| --- | --- | --- | --- |
| O=C(CSc1nc(-c2ccccc2)c(-c2ccccc2)[nH]1)Nc1nccs1 | -7% | ? | ? |
| Cc1ccc(S(=O)(=O)CCC(=O)c2ccc(F)cc2)cc1 | 0% | 4.1µM* | 2.6µM* |
| CC1CCN(S(=O)(=O)c2ccc3c(c2)N(CC(=O)NCCCN2CCCCC2)C(=O)CS3)CC1 | -3%&-1% | -23%&-24% | -2%&-22% |
| Cc1cc(N2CCN(C(=O)OC(C)(C)C)CC2)n2ncnc2n1 | -3% | -19% | -18% |

The listing, from the first entry:
| SMILES | KAT2A inh | DT40 TDP1 CPT | DT40 TDP1 no CPT |
| --- | --- | --- | --- |
| O=C(CSc1nc(-c2ccccc2)c(-c2ccccc2)[nH]1)Nc1nccs1 | -7% | ? | ? |
| Cc1ccc(S(=O)(=O)CCC(=O)c2ccc(F)cc2)cc1 | 0% | 4.1µM* | 2.6µM* |
| CC1CCN(S(=O)(=O)c2ccc3c(c2)N(CC(=O)NCCCN2CCCCC2)C(=O)CS3)CC1 | -3%&-1% | -23%&-24% | -2%&-22% |
| Cc1cc(N2CCN(C(=O)OC(C)(C)C)CC2)n2ncnc2n1 | -3% | -19% | -18% |
| CCOc1ccc(C(=O)C2CCN(CC(=O)Nc3nccs3)CC2)cc1 | -5% | ? | ? |
| CC(C)CC1C(=O)N(Cc2cn(CC3CCCCC3)nn2)CCS(=O)(=O)N1Cc1ccc(-c2ccc(Cl)c(Cl)c2)cc1 (stereo not given) | . | ? | 16µM* |
| O=C(COC(=O)c1ccc(Br)o1)Nc1ccc2[nH]c(=O)[nH]c2c1 | -5% | 3% | ? |
| Cn1nnnc1SCCNCc1ccc(OCc2ccccc2Cl)cc1 | -3% | ? | ? |
| CCN(CC)S(=O)(=O)c1ccc(O)c(NC(=O)c2ccc(N3CCOCC3)c([N+](=O)[O-])c2)c1 | -10% | ? | -22% |
| CCOC(=O)/C(C#N)=C/c1cc2cc(C)c(C)cc2nc1Cl | 12% | ? | ? |
| N/C(=N\OC(=O)Cc1ccccc1[N+](=O)[O-])c1ccccn1 | -5% | -17% | -12% |
| COc1cc(=O)n2c(c1C(=O)N(C)Cc1cscn1)CCN(Cc1ccc3c(c1)OCCO3)CC2 | . | 20% | 9% |
| COc1ccccc1OCC(=O)Nc1ccccn1 | -9% | 0% | -15% |
| Clc1ccccc1Nc1nc(NCC2CC2)nc2ccsc12 | . | 21µM* | 21µM* |
| CCC(C)CCCCCCCCCCC(=O)O (stereo not given) | . | -9% | -13% |
| CC(C)C(NC(=O)C(Cc1ccc(O)cc1)NC(=O)C(NC(=O)C(F)(F)F)C(C)C)C(=O)O (stereo not given) | -10% | 6% | 11% |
| Cc1ccc(OCC(O)CNCc2ccccc2)cc1C (stereo not given) | -1% | ? | ? |
| CCOC(=O)c1ccc(NC(=O)c2nc[nH]c2C(=O)N[C@@H](C)CO)cc1 | . | -1% | 21µM* |
| CN(C)c1nc(NCc2ccccc2)nc(SCC(=O)Nc2ccccc2)n1 | -6% | ? | ? |
| Oc1cccc(NC(=S)N=Nc2c(O)[nH]c3ccccc23)c1 | 6% | ? | 13µM* |
| O=C(Nc1ccc(Cl)cn1)C1CCCN1S(=O)(=O)c1ccc(Cl)cc1 (stereo not given) | -6% | ? | -24% |
| CC(=O)Nc1ccc(S(=O)(=O)NCCc2ccccc2)cc1 | -5% | ? | ? |
| CC(C)=CCC/C(C)=C/CNC(=O)C[C@H]1C[C@H](C(=O)N2CCCCC2)[C@@]2(C)c3[nH]c4cc(CCC(=O)N(C)C)ccc4c3CCN2C1=O | -2% | 7.3µM* | 15µM* |
| O=[N+]([O-])c1ccc2c(c1)C(=Nc1ccccc1)c1ccccc1-2 | . | 2% | -2% |
| O=C(Nc1ccc2oc(-c3ccc4ccccc4c3)nc2c1)c1cc(Cl)ccc1Cl | ? | ? | ? |
| CCOc1ccc(C(=O)Oc2c(Sc3ccccc3)c(C)nn2C(C)(C)C)cc1OCC | -9% | ? | ? |
| CC/C(C)=N/Oc1nc(C)cc(C)n1 | 2% | -10% | -2% |
| CCCCNC(=S)NNC(=O)CCn1nc(C)c(Br)c1C | ? | 6.3µM* | 5.6µM* |
| Cc1cc(C)c2nc(-c3ccccn3)cc(C(=O)Nc3cc(C)on3)c2c1 | -3% | -8% | -17% |
| O=C1NC(=O)c2c(NC(=O)C3CCCO3)cccc21 (stereo not given) | . | 0% | -9% |
| CCc1ccc(NS(=O)(=O)c2ccc(NC(=O)N3CCCC3)cc2)cc1 | -4% | -18% | -30% |
| O=C(Nc1ccc(-c2cn3c(n2)SCC3)cc1)c1ccc2ccccc2n1 | ? | 16µM* | ? |
| FC(F)(F)C1=NNC(c2ccc3ccccc3c2)=NN1 | . | -19% | ? |
| Cc1ccc(C(=O)NNC(=O)CSc2nnc(-c3ccncc3)n2C)cc1 | -4% | -3% | 0% |
| COc1cc(C(O)c2nc(-c3ccccc3)cs2)ccc1F (stereo not given) | . | 7.3µM* | 6.5µM* |
| COc1ccc(F)cc1S(=O)(=O)NCc1cc(=O)n(C)c(=O)n1C | -26% | 11% | 21% |
| Cc1cc(NC(=O)CN2C(=O)NC3(CCCCCC3)C2=O)ccc1Br | -5% | ? | 21µM* |
| CC(C)[C@H](NC(=O)c1ccc(Cl)cc1Cl)C(=O)NNC(=O)c1ccco1 | -9% | -5% | -14% |
| C[N+]1(CC(=O)c2ccc3ccccc3c2)CCOCC1 | . | 8% | -4% |
| CCCCn1c(N)c(N(CCC(C)C)C(=O)c2cccc(S(=O)(=O)N3CCN(C)CC3)c2)c(=O)[nH]c1=O | 4% | -5% | -1% |
| Cc1cccc(/C=C2\CCC(=C3SCCCS3)C2=O)c1 | -11% | ? | 15µM* |
| COc1ccc(N(CC(=O)Nc2ccc(OC)cc2OC)S(=O)(=O)c2ccccc2)cc1 | -15% | 23µM* | 18µM* |
| CC(=O)OCC1(C)CN(c2ccccc2)N(C(=O)c2ccc(C(C)(C)C)cc2)C1=O (stereo not given) | -6% | ? | ? |
| CC1(C(=O)NS(=O)(=O)c2cccc(OC(F)F)c2)CCN1C(=O)c1cccc(F)c1 (stereo not given) | . | -16% | -13% |
| COC(=O)c1cc2sccc2n1CC(=O)Nc1cc(Cl)ccc1OC | 4% | 12µM* | 10µM* |
| COc1ccc(C/C(N)=N/OC(=O)c2cccs2)cc1 | -1% | ? | ? |
| Cc1cc(C)n(S(=O)(=O)c2cc(C(=O)O)c(Cl)cc2Cl)n1 | -4% | -1% | ? |
| O=C(NCC1CCCO1)c1cc2cc(F)ccc2[nH]1 (stereo not given) | 0% | -27% | 1% |
| C[C@H](CO)N1C[C@H](C)[C@@H](CN(C)CC2CC2)OCc2cnnn2CCCC1=O | . | 13% | 1% |
| O=C(N/C(=C/C=C/c1ccccc1)C(=O)N1CCOCC1)c1ccccc1Cl | 2% | -4% | 7% |
| CCC(CC)=NNC(=O)c1ccccc1OCc1ccc(F)cc1 | -2% | 3% | -3% |
| O=C(Nc1ccc(C(F)(F)F)cc1Cl)c1ccc(Cn2cc(Br)cn2)o1 | . | -23% | -19% |
| CC(C)NC(=O)c1cc(-c2ccc(Br)cc2)on1 | -11% | 2% | -26% |
| O=C(c1ccccc1)c1ccc(C(=O)N2CCN(c3ccccc3Cl)CC2)cc1 | -13% | ? | ? |
| COc1ccc(OC)c(NC(=O)c2cccc(N3C(=O)C4C5C=CC(C6CC56)C4C3=O)c2)c1 (stereo not given) | -9% | 16µM* | 12µM* |
| CCN(CC)C(=O)c1csc(Nc2cccc3ccccc23)n1 | -11% | 6% | ? |
| CCN(CC)C(=O)C1=C(C)N(CCCOC)C(=O)C(CC(=O)NCCCN(C)C)C1 (stereo not given) | . | 0% | 6% |
| COc1ccc(C)cc1NC(=O)NC(C)c1ccc2c(c1)OCO2 (stereo not given) | -3% | -30% | -22% |
| CCOC(=O)c1ccc(N2C(=O)C(CC(=O)NC)N(CCc3ccc(OC)c(OC)c3)C2=S)cc1 (stereo not given) | -5% | ? | ? |
| COc1ccccc1CNC(=O)c1cc(C)nc2ccccc12 | -6% | -30% | ? |

Continuation.
structure | KAT2A inh | DT40 TDP1 CPT | DT40 TDP1 no CPT
COc1ccc(C(=O)N2C(=O)c3ccc(N)cc3C2=O)cc1 | -8% | -12% | -6%
CC[C@@H](C)[C@H](NC(=O)Cc1c(C)c2cc3c(C)coc3c(C)c2oc1=O)C(=O)O | -8% | 6% | -5%
CC(CNC(=O)CCc1cn(Cc2ccccc2Cl)c2ccccc12)c1ccccc1 (stereo not given) | -6% | ? | ?
O=c1c2ccccc2nc2n1CC/C2=C/N1CCN(c2cccc(C(F)(F)F)c2)CC1 | 1% | 18µM* | ?
C=CCNC(=O)NS(=O)(=O)c1ccc(C)cc1 | -2% | -4% | -14%
Cc1cc(C)n(C(=O)c2ccc(C)c(S(=O)(=O)N3CCCCC3)c2)n1 | 0% | -19% | -14%
Cc1oc(-c2ccc(Cl)cc2)nc1Cn1c(=O)cc(C)c2c(C)nn(-c3cccc(F)c3)c21 | 0% | -2% | -11%
CCc1ccccc1NC(=O)COc1ccc2c(c1)OCO2 | -8% | -2% | -27%
Cc1cc2oc(=O)cc(Cn3ncc(Cl)c(Cl)c3=O)c2cc1Cl | -24% | 3.3µM* | 3.3µM*
COc1ccc2nc(N/C(N)=N/C(=S)Nc3ccccc3)nc(C)c2c1 | -7% | 26µM* | 8.2µM*
CCc1ccc(C(C)NC(=O)c2ccc3c(c2)OCO3)cc1 (stereo not given) | 3% | -16% | -16%
O=C(CC(C(=O)O)n1ccnc1)c1ccc(Cl)cc1 (stereo not given) | . | 7.1µM* | 7.1µM*
CCCCn1c(SCc2ccccc2C#N)nc2c(sc3ccccc32)c1=O | -5% | -21% | ?
O=C(Nn1c(C2CCCCC2)nc2ccccc2c1=O)c1ccc(Cl)c([N+](=O)[O-])c1 | -4% | ? | ?
O[C@@H]1CO[C@H]2[C@@H]1OC[C@@H]2O | -6% | 8% | -8%
Cc1ccc(S(=O)(=O)Oc2ccc(/C=C3/N=C(c4ccccc4)OC3=O)cc2)cc1 | -4% | ? | ?
C#CCOCCOCCOCCNc1nc(N2CCOCC2)nc(N2CCN(C(=O)CCCCCCCCCCNC(=O)[C@@H]([C@H](C)O)n3cc(C)nn3)CC2)n1 | -14% | ? | 16µM*
Cc1ccc(C(C)C)c(OCC(O)CN2CCOCC2)c1 (stereo not given) | -3% | -12% | -12%
COc1ccccc1-n1nnnc1SCC(=O)Nc1ccc(C)c(N)c1 | -16% | ? | ?
Cc1nn2c(N3CCN(C)CC3)cc(C(C)(C)C)nc2c1-c1ccccc1 | -17% | ? | ?

Part of the list above, with values under each structure:
Below each SMILES – KAT2A inh | DT40 TDP1 CPT | DT40 TDP1 no CPT
- N/C(=N\OC(=O)Cc1ccccc1[N+](=O)[O-])c1ccccn1
  -5% | -17% | -12%
- COc1cc(=O)n2c(c1C(=O)N(C)Cc1cscn1)CCN(Cc1ccc3c(c1)OCCO3)CC2
  . | 20% | 9%

Next part.
structure | KAT2A inh | DT40 TDP1 CPT | DT40 TDP1 no CPT
CCOC(=O)C1(CC2CC2)CCN(S(=O)(=O)/C=C/c2ccccc2)CC1 | -15% | -28% | -16%
COc1ccc(C2C(=O)N(C3CCCCC3)CC(=O)N2Cc2ccco2)cc1 (stereo not given) | ? | -25% | ?
Cc1ccc(CNC(=O)CS(=O)(=O)Cc2nc(-c3ccccc3F)oc2C)cc1 | -20% | -18% | ?
CCc1nnc(NC(=O)COc2ccc3c(c2)OCO3)s1 | -5% | 9% | -9%
C[C@@H]1CN([C@H](C)CO)C(=O)CCCn2cc(nn2)CO[C@H]1CN(C)C(=O)C1CCCCC1 | . | -4% | 7%
O=C(Nc1ccc(F)cc1)C1C2CCC3C(CCC21)C3(Cl)Cl (stereo not given) | 1% | ? | 18µM*
O=C(NNC(=O)c1ccc([N+](=O)[O-])cc1)c1ccc(Br)cc1 | -5% | -47% | -25%
Cc1ccc(-c2nc3cnccn3c2Nc2ccc3c(c2)OCO3)o1 | -3% | ? | -21%
CN(C)/C=C(\C#N)C(N)=C(C#N)C#N | -3% | 1% | 0%
COc1c(O)cccc1-c1nnn(CCC(=O)OCC(=O)c2ccccc2)n1 | 0% | 7% | -16%
NC(Cc1ccc(F)cc1)c1csc(Nc2ccc(C(=O)NCCCO)cn2)n1 (stereo not given) | . | ? | ?
COc1ccc2cc(/C(C)=N/NC(=O)c3cc(C)oc3C)ccc2c1 | . | ? | ?
